GALR2 blocker = antagonists of human galanin receptor 2 (GALR2) | O43603 | GALR2-expressing cells, antagonist mode | inhibition, % at 4 µM | 140,000 tested, 0.39% active; in the data active = inhibition above about 27%;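 note: cells stimulated with galanin 1-16 at roughly its EC80; 0% = agonist challenge control and 100% = basal control without agonist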
Target sequence (O43603 whole entry, looked up): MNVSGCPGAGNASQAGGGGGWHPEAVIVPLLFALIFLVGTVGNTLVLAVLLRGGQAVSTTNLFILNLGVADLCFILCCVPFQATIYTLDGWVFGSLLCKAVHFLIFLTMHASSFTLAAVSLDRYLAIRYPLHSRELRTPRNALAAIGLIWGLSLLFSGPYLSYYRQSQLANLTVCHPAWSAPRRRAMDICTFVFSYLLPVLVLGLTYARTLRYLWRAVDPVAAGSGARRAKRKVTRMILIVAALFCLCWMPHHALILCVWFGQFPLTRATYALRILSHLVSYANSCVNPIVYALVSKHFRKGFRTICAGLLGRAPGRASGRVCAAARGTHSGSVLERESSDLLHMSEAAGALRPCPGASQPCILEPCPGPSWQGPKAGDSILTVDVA
BB579 growth dn = yeast BB579 growth reduction in restrictive medium | S. cerevisiae BB579 growth, OD615, 48 h | inhibition, % at 10 µM | 140,000 tested, 0.51% active;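 active = inhibition above a set limit, 3 SD over the mean compound inhibition, cut at about 44% in these data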; note: inactives centre near -24
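System: DeaD yeast strain BB579; buffer or medium: CSMM-D dextrose restrictive medium; technique: OD at 615 nm; schedule: 4 h cell preincubation, 48 h compound exposure, 30 °C humidified; doses: single 10 µM dose; controls: amphotericin B 10 µg/mL, positive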
Measles CPE = protection of cells from measles virus | Measles virus-infected cells, CPE protection, absorbance | protection (pct of control), % at 4 µM | 140,000 tested, 1.5% active | AID 841; in the data active = protection mostly above about 24%, no sharp cut-off; inactive = mostly below about 26%; note: some compounds called inactive have numbers as strong as hits
Yeast lifespan up = yeast lifespan extension; S. cerevisiae growth with nicotinamide, OD615; deaD strain in restrictive glucose medium; inhibition of the nicotinamide effect, % at 10 µM; 130,000 tested, 0.68% active;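 active = inhibition above a set limit, placed 3 SD over the median of all compounds, cut at about 26% in these data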;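 note: 0% = nicotinamide-treated wells and 100% = cells grown without nicotinamide; some compounds called inactive have numbers as strong as hits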
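assay system = DeaD-strain S. cerevisiae | measured by = absorbance at 615 nm | probe or stimulus = nicotinamide 1.5 mM | buffer or medium = CSMM-D glucose medium, restrictive | times = 48 h at 30 °C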
NPY Y2 blocker = blocks the human neuropeptide Y Y2 receptor. P49146. NPY-Y2 expressing cells, antagonist mode. inhibition, % at 2.7 µM. 140,000 tested, 0.99% active; in the data active = inhibition above about 17%;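 note: 0% = vehicle with agonist challenge and 100% = reference antagonist with challenge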
Target sequence (P49146 whole entry, looked up): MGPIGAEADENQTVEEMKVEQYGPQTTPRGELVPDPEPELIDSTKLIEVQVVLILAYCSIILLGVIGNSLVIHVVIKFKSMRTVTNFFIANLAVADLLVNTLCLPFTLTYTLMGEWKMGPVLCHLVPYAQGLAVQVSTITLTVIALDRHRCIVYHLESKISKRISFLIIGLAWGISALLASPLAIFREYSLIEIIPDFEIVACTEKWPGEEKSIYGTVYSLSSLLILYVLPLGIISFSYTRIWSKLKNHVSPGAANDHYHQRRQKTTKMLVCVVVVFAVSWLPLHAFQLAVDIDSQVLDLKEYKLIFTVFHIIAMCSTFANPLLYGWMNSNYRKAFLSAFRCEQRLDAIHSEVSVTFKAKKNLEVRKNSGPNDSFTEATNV
bCat KO growth = beta-catenin-lacking colon tumor cell growth suppression; HCT116 beta-catenin knockout viability, CellTiter-Glo, 60 h; active compounds read low; viability, % at 10 µM; 140,000 tested, 1.5% active; AID 818;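 active = viability at or under a set limit, the compound median less 4 SD, cut at about 6% in these data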;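 note: 0% = Hyamine 1622 control at 20 µM and 100% = untreated cell control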
MRP-1 activ = activates MRP-1 | H69AR cells + doxorubicin, viability rescue, CellTiter-Glo | AID 799 | 140,000 tested, 0.61% active | viability increase, % at 10 µM;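 active = viability gain under doxorubicin at or above a set limit, the compound median plus 3 SD, cut at about 4.7% in these data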;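 note: MRP-1 overexpressing cells given doxorubicin 25 µM after compound pretreatment; 18-22 h compound pretreatment then 72 h with doxorubicin before readout; 0% = doxorubicin-only wells and 100% = vehicle-treated cells without doxorubicin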
Phagocyt inh = blocks phagocytosis by macrophages; J774A.1 macrophage IgG-bead phagocytosis, imaging; inhibition, % at 5 µM; 110,000 tested, 0.07% active;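 active = inhibition above the mean of the plate negative controls plus 5 SD, cut at about 13% in these data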;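 note: phagocytic index as fraction of beads internalized from green versus red external bead signal; plate controls were DMSO negative control for no effect and cytochalasin-D positive control for full effect; some results beyond the cut were filed as inactive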
E-sel TNF inh = TNF alpha driven E-selectin expression inhibition | HUVEC TNFa-induced E-selectin immunofluorescence, high content | inhibition, % at 2 µM | 120,000 tested, 0.71% active | AID 1246;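 active = inhibition above the batch mean plus 3 SD, and confirmed as a hit on visual image review, cut at about 43% in these data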;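 note: 0% = TNF-stimulated DMSO wells and 100% = unstimulated control wells; not every result past the cut was called active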
HCT116 PTEN-null = growth suppressors of cells with PTEN tumor suppressor deletion; HCT116 PTEN-null viability, CellTiter-Glo, 60 h; active compounds read low; viability, % at 10 µM; AID 827; 140,000 tested, 1.2% active;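 active = viability at or below a set limit, 4 SD under the median of all tested compounds, cut at about 3.7% in these data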;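 note: PTEN knockout HCT116 line with beta catenin targeted HCT116 as companion control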
* marks the source's active call; other numbers are inactive results; / = no result given; & = joins results of further samples. Compounds as they come; overall some 6.1% were active at least once.

SMILES	GALR2 blocker	BB579 growth dn	Measles CPE	Yeast lifespan up	NPY Y2 blocker	bCat KO growth	MRP-1 activ	Phagocyt inh	E-sel TNF inh	HCT116 PTEN-null
Cc1c(NC(=S)NC(=O)C(C)(C)C)c(=O)n(-c2ccccc2)n1C	-1	7	12	-1	1	108	-0.6	-14	/	99
CCOc1ccc(C2NC(=O)c3n[nH]c(C)c32)cc1 (centres undefined)	0	-8	9	-2	1	91	-1.1	0	/	105
COc1ccc(NC(=S)N2CCC(N(C)CC3CCCO3)CC2)cc1Cl (centres undefined)	12	-9	5	5	8	106	-1.4	-10	-11	97
O=C(COC(=O)c1cc2c(s1)CCC2)Nc1ccc(F)cc1	-2	-42	11	-1	7	92	-0.9	-2	-13	84
O=[N+]([O-])c1ccc(-c2cc(-c3ccncc3)nc3ccc4ccccc4c23)cc1	-16	-26	12	2	0	86	-1.3	0	/	85
C=CCc1cc(C)cc(C)c1OCCn1cncn1	-12	-26	23	/	5	86	-1.7	/	-18	98
COc1ccccc1C(=O)N(Cc1cccs1)C1CCS(=O)(=O)C1 (centres undefined)	-18	-45	7	-3	3	104	-0.5	-1	/	95
O=C(OCCOCCN=C1NS(=O)(=O)c2ccccc21)c1ccncc1	-4	-26	14	3	2	97	-2.3	0	12	104
O=C1C(Oc2ccccc2)C(c2ccc3c(c2)OCO3)N1CCc1ccc(F)cc1 (centres undefined)	3	-18	43	0	5	91	-1.6	-9	/	91
O=C(NCc1ccccn1)Nc1ccc(Cl)c(Cl)c1	-2	-28	31	-8	-5	92	-1.4	/	6	84
O=c1c2[nH]c3ccccc3c2ncn1CCN1CCCCC1	2	-28	7	2	0	99	-1.9	-1	-10	93
COC(=O)c1ccc2nc(NC(=O)COC(=O)CSc3nc(C)cc(C)n3)sc2c1	8	-5	4	-2	4	90	-2.8	1	/	83
Cc1c(/C=N\NC(=O)c2ccc([N+](=O)[O-])cc2)cnn1C	9	-21	7	0	1	98	1.1	-2	/	103
COc1ccc(/C=C(/NC(=O)c2cccs2)C(=O)N2CCOCC2)cc1OC	9	-13	12	1	4	99	0.4	-6	/	101
CCc1nnc(NC(=O)CCC(=O)N2CCCC2)s1	-2	17	27	-6	3	93	-1.0	0	6	79
O=C(CSc1nc2ccccc2c(=O)n1-c1ccc(Cl)cc1)N/N=C/C=C/c1ccccc1[N+](=O)[O-]	5	-19	2	1	5	83	-1.3	-5	/	76
CCOC(=O)c1ccccc1NC(=O)Cn1cnc2c(nnn2-c2ccc(C)cc2)c1=O	1	-5	5	0	2	87	-0.3	0	6	91
CC(C)OC(=O)CSc1nnc(Cc2ccccc2)n1CC1CCCO1 (centres undefined)	0	15	27	-14	2	100	-0.9	0	-4	100&99
CCOC(=O)Cc1csc(NC(=O)CSc2nncn2C)n1	-8	-29	6	/	0	102	-1.5	/	-21	89
Cc1ccc2cc(C#N)c(SCC(=O)NCc3ccco3)nc2c1	-22	-24	7	-9	3	79	-1.6	-1	-8	83
COc1ccccc1C(=O)Nc1nnc(-c2ccc(F)cc2)o1	-2	-43	3	-9	4	73	-0.4	0	/	71
CCOc1ccc(C2=Nn3c(nnc3-c3ccco3)SC2)cc1	3	-41	19	-14	3	98	-3.1	/	-11	98
COc1cc(C2NC(=O)NC(C)=C2C(=O)Nc2cccc(C)c2C)cc(OC)c1OC (centres undefined)	9	-32	13	-6	1	95	-2.6	/	32	103
Cc1cc(C(=O)CSc2nc(N)cc(=O)[nH]2)c(C)n1-c1cccc(F)c1	-9	-22	25	2	2	30	0.7	-12	/	49
Cc1cc(NCCN2CCOCC2)n2nc(C)c(-c3ccccc3)c2n1	-7	-4	3	-13	2	87	-1.4	-1	20	89
CC(C)CNCC(=O)N1c2ccccc2Sc2ccccc21	9	-28	5	-1	7	86	-3.2	/	-10	92
CC1=CC(=C(C#N)C#N)C=C(C)N1CCN1CCN(C(=O)Nc2ccc(Cl)c(Cl)c2)CC1	-2	-26	3	0	2	103	-2.1	-10	/	91
O=C(CN(CC1CCCO1)C(=O)CNS(=O)(=O)c1ccc(Cl)cc1)NCC1CCCO1 (centres undefined)	7	-28	3	/	5	97	1.0	/	-11	96
CC1CCCN(CC(=O)Nc2ccc(S(=O)(=O)NC3CCCCC3)cc2)C1 (centres undefined)	5	-35	5	3	2	81	-0.8	0	6	86
COc1ccc(C2=NCC(CSc3nccc(=O)[nH]3)S2)cc1 (centres undefined)	2	-38	4	-7	0	97	-3.4	/	/	95
Cn1c(SCc2nc(-c3ccc(Cl)cc3)no2)nnc1-c1ccccc1	-5	-12	14	-5	11	84	-2.5	0	/	80
O=C(Nc1c(Cl)cc(Cl)cc1C(=O)NCCN1CCOCC1)c1ccc(Cl)cc1Cl	-4	-20	8	/	10	94	-4.3	/	16	91
Cn1c(/C(C#N)=C(\O)COc2ccc3ccccc3c2)nc2ccccc21	6	-85	21	-3	12	55	-1.6	-1	-8	46
CSc1ccc(/C=N/NC(=O)c2sccc2C)cc1	18	-20	19	1	5	64	0.3	-4	/	64
Cc1ccc(S(=O)(=O)/N=C2/NC(=O)/C(=C/c3ccncc3)S2)cc1	-8	-19	11	-2	0	92	-2.8	5	/	88
O=C(c1ccco1)N1CCN(S(=O)(=O)c2ccc(S(=O)(=O)NC3CCCC3)cc2)CC1	5	-52	5	-7	11	86	-2.5	0	-68	84
O=C(Cn1nnc(-c2ccccc2NC(=O)c2ccccc2)n1)Nc1ccc2c(c1)OCCO2	-4	-45	14	-7	9	28	-5.3	0	15	31
Cc1oc2ncnc(N)c2c1C	4	1	3	-6	1	93	-2.2	-1	/	99
COCCNC(=O)C(c1ccccc1)N(C(=O)Cn1nnc2ccccc21)c1cccnc1 (centres undefined)	5	-44	6	-7	-1	98	0.4	1	-12	94
COc1ccc(C2(CCN)CC(C)N(C)CC2C)cc1 (centres undefined)	3	2	17	8	2	93	0.5	1	/	93
CCOc1ccc(N2CC(C(=O)Nc3ccccc3N3CCOCC3)CC2=O)cc1 (centres undefined)	-12	-20	14	-7	4	94	-0.8	1	12	87
Fc1ccc2c(Cl)c(-c3nnc(-c4cccs4)o3)sc2c1	5	-67	20	-8	-1	95	-3.1	2	-18	68
c1csc(CN2CCOCC2)c1	-10	-21	4	-1	3	91	-0.3	/	2	101
COc1cc(NC(=O)C2=C(N3CCOCC3)/C(=C/c3ccc(Cl)cc3)CC2)cc(OC)c1OC	-4	-38	11	-2	2	66	-1.0	-6	/	69
CCOC(=O)N1CCC(NC(=O)c2cc(C(=O)NC3CCCC3)ccc2CO)CC1	-4	-9	26	-6	1	90	-1.6	-1	/	93
CCc1ccccc1NC(=O)CSc1nc(-c2ccccc2)nn1C(=O)c1cccc([N+](=O)[O-])c1	1	-64	11	1	10	89	-1.0	/	4	83
Cc1ccc(C)c(NC(=O)CN(C)S(=O)(=O)c2ccccc2)c1	-7	-38	9	14	0	71	-0.2	-1	2	80
CCn1cc(Cl)c(C(=O)NNC(=O)CCn2cc([N+](=O)[O-])cn2)n1	1	9	12	2	-2	100	-1.7	-6	/	92

Shown field by field: two of the compounds above
Cc1oc2ncnc(N)c2c1C
  GALR2 blocker: 4
  BB579 growth dn: 1
  Measles CPE: 3
  Yeast lifespan up: -6
  NPY Y2 blocker: 1
  bCat KO growth: 93
  MRP-1 activ: -2.2
  Phagocyt inh: -1
  E-sel TNF inh: /
  HCT116 PTEN-null: 99

COCCNC(=O)C(c1ccccc1)N(C(=O)Cn1nnc2ccccc21)c1cccnc1 (centres undefined)
  GALR2 blocker: 5
  BB579 growth dn: -44
  Measles CPE: 6
  Yeast lifespan up: -7
  NPY Y2 blocker: -1
  bCat KO growth: 98
  MRP-1 activ: 0.4
  Phagocyt inh: 1
  E-sel TNF inh: -12
  HCT116 PTEN-null: 94

The listing continues:
SMILES	GALR2 blocker	BB579 growth dn	Measles CPE	Yeast lifespan up	NPY Y2 blocker	bCat KO growth	MRP-1 activ	Phagocyt inh	E-sel TNF inh	HCT116 PTEN-null
Cc1ccc(NC(=O)CCSc2nnc(-c3ccco3)o2)cc1	6	-36	6	-13	7	98	0.4	1	14	115
CCCNC(=O)COc1ccc(S(=O)(=O)Nc2ccc(C)cc2)cc1	4	-13	7	-5	0	98	-0.6	0	46	97
CCN(CC)C(=O)CNC(=O)Cc1ccc(Cl)cc1	5	6	4	-6	-1	98	-0.4	-2	9	101
CCc1cccc(C)c1NC(=O)C1CN(S(=O)(=O)c2ccccc2)CCN1S(=O)(=O)c1ccccc1 (centres undefined)	4	-7	4	8	2	79	-0.8	-9	/	85
O=C(CCNC(=O)c1ccccc1Cl)Nc1cccc(C(F)(F)F)c1	0	-13	10	-3	5	103	0.2	-6	/	91
COc1ccc(C(C)(C)C)cc1NC(=S)NCCN1CCOCC1	1	2	4	-3	0	93	-1.8	-2	/	90
Nc1ccnn1Cc1cccnc1	-8	-45	15	-7	3	91	-0.6	-1	6	101
O=C(O)CCCCCn1c(O)c(C=C2N=c3ccccc3=N2)sc1=S	2	-36	4	5	1	55	-3.7	-6	/	65
CCOc1ccc(C(=O)CN2CCN(S(=O)(=O)c3ccc(Cl)cc3)CC2)cc1	-6	-36	4	3	-1	80	-1.8	4	-35	84
CC(=O)N1CCN(c2ccc([N+](=O)[O-])c(NCC3CCCO3)c2)CC1 (centres undefined)	-2	-10	4	2	1	98	-2.0	/	7	100
CCC(=O)c1c[nH]c(C(=O)NCCc2ccccn2)c1	0	-47	13	-4	0	99	-0.4	0	-18	99
Cc1ccccc1N/N=C1\CCCNC1=O	13	-9	15	-25	2	102	0.4	0	-30	100
COc1cc(-c2nnc(COc3ccc4cc(Br)ccc4c3)o2)cc(OC)c1OC	1	-58	4	-6	0	61	-1.1	0	11	72
COc1ccccc1OCC(=O)Nc1ccc(Cl)cc1	-4	-32	7	/	1	90	-1.3	/	19	76
Cc1onc(-c2c(Cl)cccc2Cl)c1C(=O)NCc1ccco1	-8	2	7	-8	2	96	-0.6	0	/	90
CCCc1nnc(NC(=O)CCC(=O)NC2CCCc3ccccc32)s1 (centres undefined)	0	-9	9	-5	1	92	-2.6	3	/	99
CN1C(=O)c2cccc3c(S(=O)(=O)NCc4ccco4)ccc1c23	-7	-35	3	-18	-1	70	-5.0	/	-16	70
Cc1cc(C(=O)NCCCN2CCN(C3CCCCC3)CC2)n(-c2ccccc2)n1	20	0	11	-8	2	87	-2.5	0	/	93
CC(C)C(C)NC(=O)COc1ccc(Sc2ccc(OCC(=O)NC(C)C(C)C)cc2)cc1 (centres undefined)	-1	-2	19	2	9	25	-1.2	-1	/	32
O=C(COc1ccccc1Cl)OCC(=O)N1CCN(S(=O)(=O)c2ccccc2)CC1	-7	-41	9	-12	-1	96	-0.2	5	1	104
CCc1ccc(-c2nc(CSCC(=O)N3CCN(c4ccccn4)CC3)c(C)o2)cc1	1	-20	1	-5	12	19	-3.9	/	/	19
N#CC1=C(N)Oc2n[nH]c(-c3cccs3)c2C1c1ccoc1 (centres undefined)	4	-86	7	22	2	86	-0.1	-1	8	105
CC(C)(C)Cn1c(=O)[nH]c(=O)c2cc([N+](=O)[O-])cnc21	6	-22	6	3	3	101	-0.9	-4	-8	99
CCOc1ccc(N2CC(=O)Nc3ccccc3NCC2=O)cc1	3	-32	12	-6	2	91	-0.5	0	14	95

Source: PubChem (several laboratories)
